Fam108B inh – counter-screen for RBBP9 inhibitors: inhibitors of mouse Fam108B | inhibition, % at 9.51 µM | recombinant Fam108B, FP-Rh probe fluorescence polarization | AID 1947 | 300,000 compounds, 0.33% hits;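 active = inhibition above the screen mean inhibition plus 3 SD, computed separately per campaign, cut at about 18% in these data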;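 note: inhibitors lower polarization as less probe binds the enzyme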
MCL1 BIM primary – MCL1-BIM-BH3 interaction inhibition (human); 320,000 compounds, 0.68% hits; Q07820; GST-MCL1 / FITC-Bim-BH3 fluorescence polarization; AID 2057; inhibition, % at 10.9 µM;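 active = inhibition above the mean inhibition of all tested compounds plus 3 SD, set per campaign, cut at about 40% in these data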;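 note: 0% = DMSO wells and 100% = unlabeled Bim-BH3 peptide control; higher means more loss of mP so more displacement of Bim peptide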
Target sequence (Q07820 whole entry, looked up): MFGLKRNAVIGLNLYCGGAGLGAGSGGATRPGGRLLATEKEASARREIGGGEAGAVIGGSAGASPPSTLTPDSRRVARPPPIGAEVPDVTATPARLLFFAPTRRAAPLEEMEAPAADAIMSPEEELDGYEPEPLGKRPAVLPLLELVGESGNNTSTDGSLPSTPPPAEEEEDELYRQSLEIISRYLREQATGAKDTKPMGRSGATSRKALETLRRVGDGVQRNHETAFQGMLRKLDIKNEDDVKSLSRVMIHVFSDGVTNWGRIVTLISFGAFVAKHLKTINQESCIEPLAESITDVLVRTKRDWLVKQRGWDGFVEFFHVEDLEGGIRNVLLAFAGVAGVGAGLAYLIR
PME-1 inh – blocks human protein phosphatase methylesterase 1; recombinant PME-1, FP-Rh probe fluorescence polarization; inhibition, % at 5.9 µM; 320,000 compounds, 0.53% hits; AID 2130;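 active = inhibition above the campaign mean of all compounds plus 3 SD, cut at about 26% in these data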;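 note: competitive labeling of PME-1 active site by serine hydrolase directed probe; 0% = PME-1 with DMSO and 100% = wells lacking PME-1 enzyme; inhibitors block probe labeling so polarization falls and inhibition rises; many of its hits are not listed in these tables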
PAD4 FP inh – PAD4 (human) enzyme inhibition | recombinant PAD4, RCA probe fluorescence polarization | inhibition, % at 6.36 µM | 330,000 compounds, 0.41% hits | AID 485272;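 active = percent inhibition above a cutoff equal to the mean of all tested compounds plus 3 SD, cut at about 15% in these data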;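 note: 0% = PAD4 with RCA probe and DMSO and 100% = probe without PAD4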
BCLXL inh – inhibitors of human Bcl-xL; Q07817; 320,000 compounds, 0.7% hits; AID 2129; inhibition, % at 10.9 µM; GST-Bcl-xL / FITC-Bim BH3 peptide fluorescence polarization;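 active = inhibition above the mean of all tested compounds plus 3 SD, cutoff set per campaign, cut at about 30% in these data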;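 note: 0% = DMSO wells and 100% = unlabeled Bim-BH3 peptide competitor; inhibitors lower millipolarization by displacing the labeled peptide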
Target sequence (Q07817 whole entry, looked up): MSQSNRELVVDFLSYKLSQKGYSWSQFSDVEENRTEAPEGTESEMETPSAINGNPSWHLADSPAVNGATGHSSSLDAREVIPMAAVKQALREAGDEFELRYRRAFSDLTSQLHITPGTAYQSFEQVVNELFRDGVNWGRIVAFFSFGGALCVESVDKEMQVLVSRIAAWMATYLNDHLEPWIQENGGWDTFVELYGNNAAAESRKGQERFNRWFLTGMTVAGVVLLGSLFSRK
TPT1 inh – blocks Candida albicans tRNA 2'-phosphotransferase | 300,000 compounds, 0.81% hits | recombinant caTPT1, FP RNA substrate dephosphorylation | AID 1962 | inhibition, % at 5 µM;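 active = inhibition above the mean of all tested compounds plus 3 SD, set per screening campaign, cut at about 24% in these data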;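 note: plate controls were DMSO alone for no effect and ferristatin control at 100 nM for full effect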
GSTO1 counter – GSTO1 inhibition, counter-screen for RBBP9 inhibitors | P78417 | recombinant GSTO1, activity-based probe fluorescence polarization | inhibition, % at 5.96 µM | AID 1974 | 300,000 compounds, 1.1% hits;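 active = inhibition above the campaign mean inhibition plus 3 SD, cut at about 35% in these data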;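 note: 0% = GSTO1-1 with DMSO and 100% = wells lacking GSTO1-1 enzyme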
Target sequence (P78417 whole entry, looked up): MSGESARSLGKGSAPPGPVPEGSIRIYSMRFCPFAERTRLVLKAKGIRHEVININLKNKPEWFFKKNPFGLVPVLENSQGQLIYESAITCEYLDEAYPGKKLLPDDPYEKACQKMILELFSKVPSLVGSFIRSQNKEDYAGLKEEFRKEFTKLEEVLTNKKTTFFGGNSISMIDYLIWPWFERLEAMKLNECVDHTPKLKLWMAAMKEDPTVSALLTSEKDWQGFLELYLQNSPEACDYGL
MEX-5 binding – C. elegans MEX-5 TCR-2 RNA binding activity | MEX-5/FITC-TCR2 RNA binding, fluorescence polarization; hits give low values | activity score (negative = inhibition of binding), % at 10 µM | AID 1832 | 300,000 compounds, 0.38% hits;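 active = inhibition past about -25% in most replicates, and total fluorescence under double the plate's negative control median, limit read from the data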;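 note: 0% = DMSO and -100% = 5 µM competing unlabeled TCR2 RNA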
GLD-1 TGE inh – GLD-1-TGE RNA interaction inhibition (C. elegans). Q17339. purified GLD-1 + fluorescein TGE RNA, fluorescence polarization. inhibition, % at 5.96 µM. 320,000 compounds, 0.44% hits;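 active = percent inhibition above a per-plate cutoff, the plate mean of test compounds plus 3 SD, cut at about 30% in these data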;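 note: 0% = DMSO wells with GLD-1 and probe and 100% = wells lacking GLD-1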
* marks the source's active call; other numbers are inactive results; · = not tested or not shown. A portion of the library; count on the stated rates, not on these rows.

Compound	Fam108B inh	MCL1 BIM primary	PME-1 inh	PAD4 FP inh	BCLXL inh	TPT1 inh	GSTO1 counter	MEX-5 binding	GLD-1 TGE inh
Cc1cccc(Cn2c(O)c(N=NC(=S)Nc3ccccc3F)c3ccccc32)c1	-2	-2	0	-5	6	1	-4	-0.1	-5
COc1ccc(-c2nc(-c3ccccc3)nc(Cl)c2C#N)cc1	-18	3	-2	3	3	-2	-6	0.7	6
Cc1ccc(C(=O)NN2C(=O)C3C4C=CC(C4)[C@@H]3C2=O)cc1 (some centres not stated)	1	-2	1	3	2	-4	1	-1.8	1
CCC(C)[C@H](NC(=O)NCc1ccccc1Cl)C(=O)O (some centres not stated)	-1	-1	-3	-2	6	-3	-3	-6.0	-5
O=C(O)COc1ccc(/C=C/c2nc3ccc([N+](=O)[O-])cc3s2)cc1	0	-2	3	2	-1	10	-1	4.1	0
Cc1c(C(=O)OCC(=O)Nc2c(C)n(C)n(-c3ccccc3)c2=O)cccc1[N+](=O)[O-]	4	4	-4	0	3	-1	8	0.2	-1
O=C(CCC(=O)OCCCC(F)(F)C(F)(F)F)Nc1ccccc1	-3	-4	-1	2	0	1	4	0.2	6
CC(=O)c1ccc(OCc2cc(C(=O)NCC3CCCCO3)no2)cc1 (configuration not stated)	8	12	3	7	9	-7	7	1.2	-3
CNc1nc(C)c(C(=O)OCc2ccccc2)s1	3	-3	-5	-2	-2	1	3	-0.2	2
O=C(Cc1ncc(C(F)(F)F)cc1Cl)Nc1cccc(Br)c1	-5	3	4	-2	-1	-1	6	1.2	-6
CC(=O)OC(C(=O)NCCN1CCOCC1)c1c(F)cccc1F (configuration not stated)	3	8	1	-1	4	-3	1	-0.9	8
O=C(CS(=O)(=O)Cc1ccccc1)N1CCN(c2cccc(C(F)(F)F)c2)CC1	1	9	8	1	5	-2	-3	0.4	4
CCc1ccc(NC(=O)C(=O)NCC(O)c2ccccc2)cc1 (configuration not stated)	-5	0	-2	-1	4	-4	0	-0.3	-2
NS(=O)(=O)c1ccc(NC(=O)CSc2n[nH]c(=O)n2Cc2ccccc2)cc1	4	-3	2	1	-3	4	-2	0.8	-2
Cc1ccc(OC(F)F)c(NC(=O)Nc2cccc(C(F)(F)F)c2)c1	-20	2	-78	-3	0	0	-11	0.8	8
Cc1cc(NC(=O)c2c(Br)c(C)nn2C)no1	1	6	-1	-4	-1	2	-3	-1.3	2
COc1ccc(C/C(N)=N/OC(=O)c2cccc([N+](=O)[O-])c2)cc1	4	-2	-5	-1	-1	1	4	-2.3	-1
CC(OC(=O)C1CC(=O)N(Cc2ccccc2)C1)C(=O)Nc1cccc(C#N)c1 (configuration not stated)	1	-18	4	-2	-12	0	-2	0.6	-1
CCOc1ccc(S(=O)(=O)N2CCC(C(=O)NCc3ccccn3)CC2)cc1C	-5	-3	0	2	-4	3	0	-2.8	2
COC(=O)NNC(=O)COc1ccccc1C	2	-16	-5	2	-6	-4	0	-0.4	2
O=C(CC12CC3CC(CC(C3)C1)C2)N1CCCOC1	-3	-3	-5	-2	-8	-2	-1	-1.3	10
O=c1[nH]c(Cc2ccccc2)nc2c1oc1ccccc12	3	1	-8	-1	-1	2	1	-2.4	9
O=C(O)Cn1c(-c2ccccn2)nc2ccccc21	2	-6	6	-5	2	-2	-4	1.9	4
Nc1ccccc1S(N)(=O)=O	0	9	-7	0	4	3	10	·	4
CCN(CC)CCNC(=O)c1cc2c(s1)-c1ccccc1SC2	-7	2	-7	0	5	-3	11	3.3	-2
COc1cc(CCCN2CCNC[C@@H]2C(C)O)cc(OC)c1OC (some centres not stated)	-3	5	-6	1	6	-4	7	-3.0	-1
COc1ccccc1Cn1c(=O)c2ccccc2n2c(Sc3ncnc4sccc34)nnc12	-5	-5	8	7	2	0	3	-1.6	3
O=C(O)CCCCCCCCCCP(=O)(c1ccccc1)c1ccccc1	2	2	-1	0	4	-1	1	·	1
Cc1cc(Cl)c(S(=O)(=O)N(C)C)cc1OCC(N)=O	-2	3	-1	-2	7	-1	-3	-0.5	2
N/C(Cc1ccccc1)=N\OC(=O)c1cccc2ccccc12	-1	8	-2	-4	3	2	-1	0.7	-2

An excerpt from above in order of the GLD-1 TGE inh value, lowest first:
SMILES	GLD-1 TGE inh
O=C(Cc1ncc(C(F)(F)F)cc1Cl)Nc1cccc(Br)c1	-6
CC(=O)c1ccc(OCc2cc(C(=O)NCC3CCCCO3)no2)cc1 (configuration not stated)	-3
O=C(O)CCCCCCCCCCP(=O)(c1ccccc1)c1ccccc1	1

Other records follow.
Compound	Fam108B inh	MCL1 BIM primary	PME-1 inh	PAD4 FP inh	BCLXL inh	TPT1 inh	GSTO1 counter	MEX-5 binding	GLD-1 TGE inh
O=C(O)c1cccc(NC(=O)c2cn(-c3ccccc3)nc2-c2cccc(Br)c2)c1	-13	-10	-28	-2	5	0	-28	-6.5	10
CC(C)(CNC(=O)c1ccc(-c2cccc(C(F)(F)F)c2)o1)N1CCOCC1	2	0	-3	4	2	-2	10	-1.1	6
Cc1ccc(/C=N/N2CCN(Cc3ccccc3)CC2)cc1	2	6	2	10	11	-1	7	-0.6	8
COc1ccccc1NC(=O)CSc1nccn1Cc1ccccc1	3	2	3	-2	-1	0	10	0.8	2
CC(=O)c1c(C)[nH]c(C(=O)Nc2ccc(Cl)c(S(=O)(=O)N(C)C)c2)c1C	-2	-3	17	-5	0	1	-9	-0.8	0
O=C(C1=C[C@H](c2csc3ccccc23)C[C@H](OCc2ccc(CO)cc2)O1)N1CCN(Cc2ccc3c(c2)OCO3)CC1	-6	-6	0	-3	-6	-1	-6	3.5	-1
O=C(NC1CC1)c1ccc(CS(=O)c2ccc(Br)cc2)o1 (configuration not stated)	-3	0	-5	1	0	3	-4	-2.2	-2
CC(OC(=O)CCC(=O)c1cccs1)C(=O)Nc1ccccc1[N+](=O)[O-] (configuration not stated)	1	6	1	1	5	-3	2	-1.1	4
O=C(CN1CCCCC1)NC(=O)NCc1ccccc1	3	4	1	-4	-2	-2	3	0.4	-4
N/C(=N\OC(=O)c1ccc(Cl)cc1Cl)c1ccccc1	-4	9	-50	-9	-13	-2	-4	0.7	-4
Cc1ccc(NC(=O)C(C)Sc2nc(=O)cc(N)n2-c2ccccc2)cc1 (configuration not stated)	2	3	-3	5	4	-3	-1	0.9	-4
COc1ccc(OC)c(C(=O)NC(CC(N)=O)c2ccc(NC(C)C)c([N+](=O)[O-])c2)c1 (configuration not stated)	8	8	1	-1	2	0	0	-2.4	-6
CCOc1cc(C(=S)N2CCCC2)ccc1OC	1	12	-1	2	2	-2	-1	3.7	9
Cc1ccc(C#N)c(SCc2cc3c(cc2Cl)OCO3)n1	4	0	-3	-1	1	3	-3	1.3	5
CC(=O)C(=Cc1cc(C)n(-c2ccccc2)c1C)C(C)=O	2	5	6	-4	4	1	-4	-0.6	-2
O=C1Cc2cc(S(=O)(=O)N3CCCCC3)ccc2N1	5	-2	1	-2	-1	-2	3	-0.3	-2
O=C(Nc1nc2n(n1)C(c1ccccc1)C=C(c1ccccc1)N2)c1ccco1 (configuration not stated)	-2	40*	-3	0	27	-7	8	0.2	12
O=C(CN1C(=O)C2CC=C(Cl)CC2C1=O)Nc1ccc(C(=O)O)cc1 (configuration not stated)	-1	13	-4	-4	11	-5	-7	-5.1	9
CCOC(=O)c1nnn(-c2nonc2-n2cccc2)c1CN1CCC(C(=O)OCC)CC1	3	2	0	2	12	3	-5	2.0	9
COC(=O)c1sc2ccccc2c1NC(=O)c1ccc(S(=O)(=O)N2CC(C)CC(C)C2)cc1 (configuration not stated)	-3	4	-2	8	2	-2	0	-1.8	5
Cn1cc(CN2CCCC(C(=O)Nc3cccc(-c4cc5ccccc5[nH]4)c3)C2)cn1 (configuration not stated)	0	5	6	-3	2	-1	0	-4.1	7
CCCNC(=O)C1(CC2CC(c3ccccc3)=NO2)CCN(C(=O)Cc2ccc(F)cc2)CC1 (configuration not stated)	-1	-3	4	-1	2	0	2	-5.6	6
OC(C#CCN1CCCC1)c1ccccc1 (configuration not stated)	0	8	1	-5	8	0	-2	0.0	1
CC(=O)c1ccc(N2CCN(C(=O)c3ccc(Br)cc3)CC2)c(F)c1	2	-1	5	-5	-1	2	10	1.3	3
O=C(O)c1ccc2c(=O)n3c(nc2c1)/C(=C/c1ccc(Cl)cc1Cl)CC3	-2	4	-8	5	2	-4	-2	-1.9	0
Cc1ccc(C(=O)Nc2cccnc2)cc1Cl	-4	5	-4	-5	-1	0	-1	1.4	5
O=c1c2c([nH]c3ccccc13)C(=C1CCCC1)CC2	9	30	-6	2	17	-4	23	-7.5	3
CCOc1ccc(C(=O)OCC(=O)N2CCCC2)cc1	-1	-5	0	2	-3	4	4	-3.9	0
OCCN1CCOCCOc2ccccc2OCCOCC1	1	2	4	0	0	0	2	-0.3	10
CCOc1ccccc1-n1c(C)cc(C=O)c1C	-3	1	1	-1	2	3	4	-0.8	7

Additional entries follow:
Compound	Fam108B inh	MCL1 BIM primary	PME-1 inh	PAD4 FP inh	BCLXL inh	TPT1 inh	GSTO1 counter	MEX-5 binding	GLD-1 TGE inh
O=C(CNC(=O)C1COc2ccccc2O1)N/N=C\c1ccc(Br)cc1 (configuration not stated)	0	-3	-4	-5	6	2	-3	-2.0	5
O=C(CNC(=O)c1ccc2ccccc2c1)NCc1ccc(F)cc1	1	1	-1	5	1	-1	1	-2.2	1
COC(=O)c1ccc(NC(=O)CN2C(=O)c3ccccc3S2(=O)=O)cc1	-2	5	-8	2	6	-1	12	0.6	5
CCCN(CCC)c1nc(N)nc(-c2cc(Cl)ccc2OC)n1	1	-8	-1	-3	-5	2	2	0.7	7
CCOCCCNS(=O)(=O)c1ccc(NC(=O)CN2C(=O)c3ccccc3C2=O)cc1	3	3	5	-10	4	-1	-2	-0.1	7
O=C(CNC(=O)c1ccncc1)N/N=C/c1ccc(O)cc1O	0	1	-1	-3	7	2	1	-1.6	6
CC(=O)N1c2ccc(S(=O)(=O)N3CCC(C(=O)N4CCC(C)CC4)CC3)cc2CC1C (configuration not stated)	4	12	-4	-1	9	-3	9	-0.9	3
CCOc1ccc(C2SCC(=O)N2c2c(C)n(C)n(-c3ccccc3)c2=O)cc1 (configuration not stated)	-4	-5	-5	1	2	-3	-7	1.3	2
CNC(=S)NNC(=O)c1cccn(Cc2ccc(Cl)cc2Cl)c1=O	-4	5	-13	-4	5	-3	5	-0.3	-7
CCCC/C(O)=C1\C(=O)CC(C)(C)CC1=Nc1ccccc1OC	1	-3	4	1	1	3	7	-2.8	1
O=c1c(Cc2c(F)cccc2Cl)c(O)ccn1C1CCCCCC1	-4	-5	-2	-4	6	2	6	-1.5	4
Cc1ccc(NC(=O)CCS(=O)(=O)c2cccc3nonc23)cc1	-5	0	-2	2	1	1	13	1.8	-2
COc1ccccc1NC(=O)COC(=O)CN1C(=O)C(=O)c2ccccc21	-2	-6	-3	-4	4	2	14	-2.2	2
O=C(NC1CCCC1)C(c1cccs1)N(C(=O)c1csnn1)c1ccccc1F (configuration not stated)	1	6	4	-2	5	1	1	-0.7	5
CCc1nc(C)ccc1OCC(=O)N1CCc2c([nH]c3ccccc23)C1c1ccccn1 (configuration not stated)	-2	-13	0	-1	-8	8	-1	-0.2	3

Screening data deposited in PubChem BioAssay by several laboratories.
